ALOX12 inhib: 12-hLO (ALOX12) enzyme inhibition; P18054; purified 12-hLO, xylenol orange hydroperoxide absorbance; Potency, µM (titrated, usually from 57.1 µM), for inactives: at the top dose activity change, negative = inhibition, hits mostly inhibitors; 0.12% of 150,000 active; AID 1452; also: potency is read from the fitted curve at half-maximal effect; nearly all actives have a fitted effect of over 55% in size; many of its hits are not listed in these tables
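150 nM 12hLO, 25 mM Hepes pH 7.0 + 0.01% Triton X-100; cpd preinc 15 min RT; 40 uM arachidonic acid, 30 min RT; Fe-XO 30 min; A573/A405 ratio as read-out.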
PNC assembly inh: blocks assembly of the perinucleolar compartment; PC3M PTB-GFP, PNC prevalence imaging, 16 h; stronger effect = lower value; activity change (PNC), negative = inhibition, % at 10 µM; 3.1% of 140,000 active; AID 2417;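 active = readout at or below -70, meaning at least 70% loss of cells showing the perinucleolar compartment, a nuclear body marking cancer cells; inconclusive = readout between -30 and a set limit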;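 also: plate controls were DMSO wells for no effect and camptothecin positive control wells for full effect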
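Read-out is percentage of cells bearing a perinucleolar compartment, from automated 20x imaging of fixed, Hoechst-stained PC3M PTB-GFP cells. Cells were seeded 4 h, then exposed 16 h to compound (23 nl of library stock) in duplicate plates.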
ALOX15B inhib: inhibitors of human 15-lipoxygenase 2 (ALOX15B); Potency, µM (series often up to 57.1 µM), without a hit: at the top dose activity change, negative = inhibition, usual class: inhibitors; O15296; 0.56% of 110,000 active; AID 881; purified 15hLO-2, xylenol orange hydroperoxide absorbance; also: potency is read from the fitted curve at half-maximal effect; nearly all actives have a fitted effect of over 60% in size; many of its hits are not listed in these tables
Target sequence (O15296 whole entry, looked up): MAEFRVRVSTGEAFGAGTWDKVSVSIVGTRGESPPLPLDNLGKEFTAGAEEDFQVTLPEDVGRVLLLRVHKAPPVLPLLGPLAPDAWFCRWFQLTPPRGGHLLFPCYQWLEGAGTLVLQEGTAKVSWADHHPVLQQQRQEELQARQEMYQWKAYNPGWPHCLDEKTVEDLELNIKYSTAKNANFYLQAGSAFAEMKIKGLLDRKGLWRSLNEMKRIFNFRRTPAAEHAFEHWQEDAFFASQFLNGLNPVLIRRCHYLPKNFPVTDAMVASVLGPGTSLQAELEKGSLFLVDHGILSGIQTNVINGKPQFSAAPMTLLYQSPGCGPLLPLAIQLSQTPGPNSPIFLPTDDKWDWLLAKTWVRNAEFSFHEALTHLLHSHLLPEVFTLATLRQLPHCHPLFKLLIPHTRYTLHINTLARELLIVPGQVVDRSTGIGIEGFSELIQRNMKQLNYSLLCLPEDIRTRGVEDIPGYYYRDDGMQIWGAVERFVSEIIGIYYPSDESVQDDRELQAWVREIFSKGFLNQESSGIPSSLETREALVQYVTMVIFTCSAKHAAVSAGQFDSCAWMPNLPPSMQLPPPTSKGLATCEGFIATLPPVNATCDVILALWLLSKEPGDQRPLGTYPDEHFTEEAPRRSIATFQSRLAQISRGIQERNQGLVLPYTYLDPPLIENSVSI
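Purified human 15hLO-2 (50 nM) preincubated 15 min with compound, then 45 uM arachidonic acid for 90 min at RT in 25 mM Hepes pH 7.5, 0.01% Triton X-100. Hydroperoxide detected by Fe-xylenol orange; 573/405 nm absorbance ratio.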
IMPase cell inh: IMPase inhibition in cells; CHO-M1 cells, IP1 accumulation, HTRF TR-FRET ratio; inhibition (IP1 accumulation), % at 46.1 µM; 120,000 tested, under 10 active; active = well fitted curve in the direction sought with a large enough effect in the signal ratio, not every such curve was filed as active; inconclusive = small, poorly fitted or top-dose-only effect, or a change in a side signal; inactive = no such curve, though single readings can be large or run the other way; the % refers to the signal ratio;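 also: cells stimulated with carbachol in lithium chloride buffer; plate controls were DMSO basal wells for no effect and reference inhibitor wells for full effect; higher means more IMPase inhibition seen as more IP1 and lower FRET ratio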
Target sequence (P97697 whole entry, looked up): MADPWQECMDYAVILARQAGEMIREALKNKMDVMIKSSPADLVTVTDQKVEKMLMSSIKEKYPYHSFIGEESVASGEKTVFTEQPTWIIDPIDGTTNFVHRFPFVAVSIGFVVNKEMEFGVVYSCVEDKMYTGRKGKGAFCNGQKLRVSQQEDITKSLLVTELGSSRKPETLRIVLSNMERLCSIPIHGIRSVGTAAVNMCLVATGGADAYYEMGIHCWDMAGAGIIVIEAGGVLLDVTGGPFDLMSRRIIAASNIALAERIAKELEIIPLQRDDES
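Carbachol-driven Gq signalling in CHO-M1 cells (2000/well) generates IP1. Compounds that block IMPase raise IP1 and so reduce the FRET signal from Eu-anti-IP1 and d2-IP1 after a 10 min room-temperature lysis.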
* hit, by the source's call; ? = inconclusive; nt = no result given; [ ] = dose if it differs, or a comment. Unless noted, calls follow the shape of the dose curve; as a rule, active = well fitted curve in the direction sought with a large enough effect; inconclusive = small, poorly fitted or top-dose-only effect, or another doubt; inactive = no such curve, though single readings can be large; an effect the other way counts as inactive or inconclusive. Unless noted, % is scaled to controls: 0 for no effect and ±100 for the full control effect.

SMILES	ALOX12 inhib	PNC assembly inh	ALOX15B inhib	IMPase cell inh
COc1cccc(OC)c1NC(=O)CN1CCC(NC(=O)c2cccc(F)c2)CC1	3%	?	nt	11
Cc1ccc(Cl)cc1NC(=O)N[C@@H](C)C(=O)O	-1%	-17	-8%	-5
COc1ccc(CNC(=O)COC(=O)c2c(-c3c(F)cccc3Cl)noc2C)cc1OC	-6%	?	-4%	1
O=C1CCc2cc(S(=O)(=O)NC(Cc3ccccc3)C(=O)NCCC3=CCCCC3)ccc2N1 (stereo not drawn)	1%	-1	1%	-7
CC(=O)Nc1cc(S(=O)(=O)Nc2ccc(C)cc2)c(C)cc1C	3%	-12	nt	2
Cc1cc(=O)[nH]c(-n2[nH]c3c(c2=O)CCCC3)n1	5%	25	11%	6
Cc1cc(N2CCN(c3ccccc3)CC2)n2cc(-c3ccccc3)nc2n1	-5%	103	4%	-2
CC1CCCC(NC(=O)C2CCCN2S(=O)(=O)c2cccc3nsnc23)C1C (stereo not drawn)	-2%	?	-1%	4
CCCCOc1ccc(C(=O)Nc2ccc(N3CCN(C(=O)C(C)C)CC3)cc2)cc1	-11%	?	-5%	16
CS(=O)(=O)N(Cc1ccc(C(=O)NCCSc2ccccn2)cc1)c1ccccc1	-3%	?	nt	8
O=C(NCCCn1ccnc1)c1cccc(S(=O)(=O)N2CCCCCC2)c1	5%	-10	27%	-7
Cc1ccc(N(Cc2ccc(C(=O)NN=C3CCN(C)CC3)cc2)S(C)(=O)=O)cc1C	-2%	-18	nt	nt
CCCOC(=O)c1c(-c2ccccc2)nc(CC)c(C(=O)SCC)c1CCC	4%	nt	7%	3
Cc1cccc(OCC(=O)N2CCC(c3ccccc3)C2)c1 (stereo not drawn)	3%	?	-3%	-1
COCCNC(=S)NNC(=O)c1ccco1	7%	4	2%	-8
CC(=O)Nc1ccc2c(c1)OCCOCCOc1cc(NC(C)=O)ccc1OCCOCCOCCO2	5%	21	0%	2
COc1ccc(S(=O)(=O)NNC(=O)c2cc3c4ccccc4n(C)c3s2)cc1	2%	25	-7%	-4
COc1ccc(NC(=O)C23CC4CC(C2)CC(n2cnc(Br)n2)(C4)C3)c(C)c1	-6%	56	1%	1
Cc1ccc(NS(=O)(=O)c2cc(NC(=O)c3cc4c(s3)CCCC4)ccc2C)c(C)c1	7%	-27	nt	nt
CC(=O)NCCn1c(SCC(=O)NCC2CCCO2)nc2ccccc2c1=O (stereo not drawn)	-1%	-28	nt	-12
CN(C)CCCNC(=O)c1cc(S(=O)(=O)N2CCOCC2)ccc1F	-13%	-21	3%	2
N#C/C(=C\c1ccc(N2CCOCC2)o1)C(=O)N1CCOCC1	-5%	27	nt	nt
COc1ccc(S(=O)(=O)N2CCC(C(=O)NCC3CCCO3)CC2)cc1 (stereo not drawn)	2%	?	4%	7
O=C(CCl)N1c2ccccc2OCC1c1ccccc1 (stereo not drawn)	6%	?	nt	-6
Cc1ccc2cccnc2c1	1%	nt	4%	nt
COC(=O)CCCCCC(CCC(=O)OC)NC(C)=O (stereo not drawn)	0%	-16	5%	-2
Cc1ccc(C(CC(=O)O)Nc2nc(N3CCOCC3)nc(N3CCOCC3)n2)cc1 (stereo not drawn)	-2%	3	nt	nt
COc1cc(NC(C)C(=O)N2CC(C)OC(C)C2)cc(OC)c1 (stereo not drawn)	-4%	?	-15%	3
CCC(=O)/C=C1\Sc2ccccc2N1CC	1%	?	nt	nt
CC12CCC(C(=O)N(NC(=O)c3cc(Cl)ccc3O)C1=O)C2(C)C (stereo not drawn)	-3%	23	1%	-3
Cc1cc(OC(=O)C(c2ccccc2)c2ccccc2)c([N+](=O)[O-])c(=O)[nH]1	-2%	?	nt	nt
Cc1ccc(NC(=O)CCn2cnc3cc(C)c(C)cc32)cc1	4%	209	nt	2
NC(=O)OC[C@H](O)COc1ccc(Cl)cc1	1%[25.6 µM]	nt	3%[25.6 µM]	-1[20.6 µM]
O=S(=O)(c1ccc(Cl)c(NC(=S)N/N=C/c2ccc(O)cc2)c1)N1CCOCC1	-16%	?	nt	nt
COc1cccc(N2CCN(CC(=O)Nc3ccc(SC(F)F)cc3)CC2)c1	3%	-29	nt	-1
Clc1cccc(N/N=C/c2ccc(N3CCOCC3)s2)c1	-19%	17	nt	-3
Cc1cc(NC(=O)CSc2nnc3c(C)cc4cc(C)c(C)cc4n23)no1	-2%	?	-1%	-1
O=C(O)c1c[nH]ccc1=O	-15%	22	-5%	-3
COCCn1c(=S)[nH]c2cc(OC)c(OC)cc2c1=O	1%	?	0%	-10
CC(NC(=O)c1ccc2c(c1)OCCO2)C(=O)O (stereo not drawn)	-4%	-7	8%	-13

Record cards, as listed above. Order of values: ALOX12 inhib | PNC assembly inh | ALOX15B inhib | IMPase cell inh
O=S(=O)(c1ccc(Cl)c(NC(=S)N/N=C/c2ccc(O)cc2)c1)N1CCOCC1 across the screens: -16% | ? | nt | nt
COc1cccc(N2CCN(CC(=O)Nc3ccc(SC(F)F)cc3)CC2)c1 across the screens: 3% | -29 | nt | -1
Clc1cccc(N/N=C/c2ccc(N3CCOCC3)s2)c1 across the screens: -19% | 17 | nt | -3

(further entries)
SMILES	ALOX12 inhib	PNC assembly inh	ALOX15B inhib	IMPase cell inh
Cc1cccc(C)c1NC(=O)CNC(=O)CCC(=O)c1cccs1	-3%	15	nt	nt
Cn1nnnc1SCC(=O)Nc1ccc(Cl)cc1Cl	-6%	40	3%	8
CCOC(=O)C1=C(C)NC(=O)NC1c1ccc(OCC(=O)Nc2ccccc2)c(OC)c1 (stereo not drawn)	4%	22	1%	5
COc1ccccc1C(=O)NC(C)c1ccccc1 (stereo not drawn)	0%	-14	0%	3
CCOC(CCn1c(SCc2ccc([N+](=O)[O-])cc2)nc2ccccc2c1=O)OCC	2%	?	nt	nt
CCOC(=O)c1c(NC(=O)c2ccc(N3CCOCC3)c([N+](=O)[O-])c2)sc(C)c1C	3%	29	-4%	-2
O=C(NCC(c1cccs1)N1CCOCC1)c1cccc([N+](=O)[O-])c1 (stereo not drawn)	0%	-1	nt	6
Cc1cc(OC(=O)c2cccs2)ccc1C(C)C	4%	?	11%	-3
CCOC(=O)c1cc(-c2ccccc2)sc1NC(=O)c1ccc(OC)c(OC)c1	-3%	17	nt	-7
CCCCOC(=O)c1[nH]c(C)c(C(=O)OC)c1C	1%	-88*	-12%	11
CCOc1ccc(S(=O)(=O)NCC2CCCO2)c2cccnc12 (stereo not drawn)	5%	?	2%	-9
CCOC(=O)CSc1nc2c(sc3ccccc32)c(=O)n1CCCN1CCOCC1	10%	55	32%[activator]	10
O=C1c2ccccc2CCC12N=NCC2c1ccc(Cl)cc1 (stereo not drawn)	9%	30	-7%	10
Cc1nc(N2CCN(C(=O)COc3ccccc3)CC2)c2c(C)c(C)sc2n1	-1%	-22	-13%	13
Cc1nnc(SCC(=O)Nc2ncc3c(n2)CCCC3=O)s1	-3%	8	3%	-13
C=C(C)Cn1c(SCC(=O)N/N=C/c2cccc(O)c2)nc2ccccc2c1=O	-3%	-3	nt	nt
COc1ccccc1-c1cncnc1NCCN1CCOCC1	1%	nt	8%	nt
CC(C)=CC(=O)Nc1ccccc1Br	-2%	-18	0%	5
Cn1c(CCN2CCCCC2)nc2cc(NS(=O)(=O)c3ccc(F)cc3)ccc21	-1%	?	34%[activator]	0
S=C(NCCc1ccccc1)NCc1cccs1	-7%	25	nt	nt

An excerpt from above in order of their number in IMPase cell inh, descending:
| smiles | IMPase cell inh |
| --- | --- |
| O=C1c2ccccc2CCC12N=NCC2c1ccc(Cl)cc1 (stereo not drawn) | 10 |
| CC(C)=CC(=O)Nc1ccccc1Br | 5 |
| Cn1c(CCN2CCCCC2)nc2cc(NS(=O)(=O)c3ccc(F)cc3)ccc21 | 0 |

Additional results follow.
SMILES	ALOX12 inhib	PNC assembly inh	ALOX15B inhib	IMPase cell inh
O=C(Nc1nc(-c2ccc(Cl)cc2)cs1)NC1CCCCC1	?	68	nt	11
COc1ccc2c(c1)c1c(n2C(C)=O)C(OC(C)=O)=NCC1	1%	8	2%	0
COc1cccc(C2(c3cccc(OC)c3)CC2C(=O)Nc2ccccc2Cl)c1 (stereo not drawn)	2%	-82*	nt	6
CCCCCC(=O)N(CN1C(=O)CCC1=O)c1ccccc1	2%	38	4%[2.29 µM]	5
O=C1C2C(C(=O)N1CC1CCCO1)C1C=CC2C12CC2 (stereo not drawn)	-4%	32	0%	?
COc1ccc(NC(=O)C(C)Sc2ccccc2)cc1 (stereo not drawn)	4%	31	5%	0
Cc1ccccc1OCC(=O)NCC(=O)OCC(=O)c1ccc2ccccc2c1	3%	?	5%	-5
COC(=O)c1c(NC(=O)c2ccccc2N(C)S(=O)(=O)c2ccccc2)sc2c1CCCC2	1%	-108*	nt	7
CCOC(=O)Cc1c(C)nc2c(-c3ccccc3)c(C)nn2c1C	2%	389	nt	2
CCCCCOc1ccc(Br)cc1CSC(=N)N	-15%	?	nt	15
CSc1c(-c2ccccc2)nc2ccccc2c1C(=O)O	9%	8	nt	-6
Cc1[nH]cnc1CSCCN	2%	-1	13%	9
Cc1cc(S(=O)(=O)NC2CCCCC2)ccc1OCC(=O)NCc1cccnc1	-5%	1	1%	3
CC1(C)Cc2nc3sc4c(=O)[nH]cnc4c3cc2CS1	4%	-15	-9%	-3
CC1=CC(c2ccccc2)n2nc(N3C(=O)CCC3=O)nc2N1 (stereo not drawn)	1%	-94*	nt	?
COc1ccccc1NC(=O)c1oc2ccc(C)cc2c1C	-6%	-80*	5%	3
O=C(Cc1cccc2ccccc12)NC(NC(=S)Nc1ccccc1Cl)C(Cl)(Cl)Cl (stereo not drawn)	1%	-9	nt	nt
CCN(CC)C(=O)CSc1ncnc2c(-c3cccs3)nsc12	-3%	3	-13%	12
Cc1cc(=O)n(C)c(=O)n1CCCCCN1CCCC1	0%	25	-2%[2.29 µM]	7
CN(C)CCCNC1CS(=O)(=O)CC1O (stereo not drawn)	0%	9	-1%	15
O=C(O)CC(NS(=O)(=O)c1cccc2nsnc12)c1ccc(F)cc1 (stereo not drawn)	-3%	-10	-1%	?
COc1ccc(CCNC(=O)CN2CCN(c3cccc(C(F)(F)F)c3)CC2)cc1	3%	30	19%	8
COc1ccc(N(CC(=O)N2CCCC(C)C2)S(=O)(=O)c2c(C)nn(C)c2C)cc1 (stereo not drawn)	6%	-22	7%	3
COCCCNC(=O)CNC(=S)N(Cc1cc(OC)c(OC)c(OC)c1)C1CCCC1	1%	?	nt	6
Cc1ccc(Cn2ncc3c(N4CCN(c5ccccc5C)CC4)ncnc32)cc1	-7%	21	-1%[2.29 µM]	3
O=C(CSc1ccc2nnc(-c3ccncc3)n2n1)Nc1ccc2c(c1)OCCO2	5%	43	0%	-1
CN(Cc1ccccc1)C(=O)Cn1nc(C(F)(F)F)c2c1CCC2	-4%	10	5%	5
CCOC(=O)c1cc2sccc2n1CC(=O)c1ccc2c(c1)OCCO2	-5%	3	2%	4
COc1ccccc1N1CCN(CCCOc2ccc(F)cc2)CC1	-4%	-24	21%	-5
CN(CC(=O)N1CCCC1)S(=O)(=O)c1ccc(Cl)cc1	-3%	15	1%	1
CC(C)(C)C(=O)C(Cc1ccccc1)n1cncn1 (stereo not drawn)	-5%	-11	1%	-4
CC(=O)NC1C(=O)N(C)c2ccc(Br)cc21 (stereo not drawn)	6%	-29	-21%	-14
Cc1ccccc1-n1c(C)cc(/C=N/NC(=O)c2ccncc2)c1C	-4%	-3	0%	4
CCOc1cc(C#N)c(NC(=O)CSc2nnnn2-c2ccc(OC)cc2)cc1OCC	-5%	-7	-1%	-1
N#Cc1cc(-c2ccccc2)nnc1Oc1ccccc1	7%	77	nt	3
C/C(=N\NC(=O)COc1ccccc1)c1cccs1	1%	22	nt	nt
O=C(NCc1ccco1)c1cc(S(=O)(=O)N2CCOCC2)c(Cl)cc1Cl	1%	8	3%	-4
CS(=O)(=O)Nc1ccc(C(=O)NCC2CCCO2)cc1 (stereo not drawn)	4%	-25	1%	-2

Assay outcomes (PubChem BioAssay)

Some of the compounds tested; count on the stated rates, not on these rows.
